S1P2 antag: blocks the human S1P2 receptor | AID 736 | 97,000 compounds, 0.21% hits | cell-based S1P2 antagonist assay, inhibition at 5 uM | inhibition, % at 5 µM; in the data active = inhibition above about 45%;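 also: CRE beta-lactamase reporter cells expressing human S1P2 stimulated with S1P; 0% = agonist at EC80 alone and 100% = agonist plus reference antagonist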
Target sequence (O95136 whole entry, looked up): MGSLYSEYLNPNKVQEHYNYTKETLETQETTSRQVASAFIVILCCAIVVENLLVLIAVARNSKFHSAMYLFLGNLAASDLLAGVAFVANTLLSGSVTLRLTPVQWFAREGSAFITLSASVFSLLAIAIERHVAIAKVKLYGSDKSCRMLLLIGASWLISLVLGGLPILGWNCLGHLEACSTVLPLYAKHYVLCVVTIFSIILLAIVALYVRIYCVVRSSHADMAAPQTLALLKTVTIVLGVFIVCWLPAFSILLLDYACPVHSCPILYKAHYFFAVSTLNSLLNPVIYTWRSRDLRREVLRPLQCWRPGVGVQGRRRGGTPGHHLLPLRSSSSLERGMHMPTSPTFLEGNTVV
sEH inh: blocks human soluble epoxide hydrolase activity; P34913; recombinant human sEH enzymatic activity assay; inhibition, % at 2 µM; 91,000 compounds, 0.34% hits; in the data active = inhibition above about 80%; also: values of inactives mirror those of a sister screen read the other way; many of its hits are not listed in these tables
Target sequence (P34913 whole entry, looked up): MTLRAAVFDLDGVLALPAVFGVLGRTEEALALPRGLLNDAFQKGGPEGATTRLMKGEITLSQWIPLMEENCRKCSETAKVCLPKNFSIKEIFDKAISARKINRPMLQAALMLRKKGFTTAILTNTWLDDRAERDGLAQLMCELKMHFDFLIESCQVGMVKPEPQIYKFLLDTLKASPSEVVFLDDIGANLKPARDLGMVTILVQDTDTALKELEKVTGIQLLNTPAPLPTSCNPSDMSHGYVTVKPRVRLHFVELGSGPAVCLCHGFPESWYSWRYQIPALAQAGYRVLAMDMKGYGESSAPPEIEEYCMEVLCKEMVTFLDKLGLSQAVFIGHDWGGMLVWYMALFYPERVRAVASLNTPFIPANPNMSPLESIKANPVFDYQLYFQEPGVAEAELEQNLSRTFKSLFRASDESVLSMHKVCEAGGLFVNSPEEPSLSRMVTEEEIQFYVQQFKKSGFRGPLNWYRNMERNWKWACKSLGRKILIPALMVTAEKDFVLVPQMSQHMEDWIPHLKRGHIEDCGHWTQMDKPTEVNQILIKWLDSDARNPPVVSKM
CD11b adhes inh: CD11b/CD18-fibrinogen binding inhibition; P05107+P11215; K562 CD11b/CD18 adhesion to fibrinogen, ATPlite luminescence; Mn2+ added to activate the integrin; inhibition, % at 10 µM; 93,000 compounds, 0.54% hits; AID 1497;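 active = primary inhibition of 50% or more at 10 µM, then 40% or more on retest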; also: some results filed as inactive read as strong as hits
Ecoli WT expand: growth inhibitors of E. coli BW25113 wild type; OD600 absorbance; growth inhibition, % at 100 µM; 98,000 compounds, 0.15% hits;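 active = growth inhibition above about 50% at one test dose, limit read from the data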;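 also: growth measured after 20 h incubation at 37 °C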
sEH activator: increases human soluble epoxide hydrolase activity; P34913; purified human sEH enzymatic activity, activator screen; activation, % at 2 µM; 91,000 compounds, 0.04% hits; AID 717; in the data active = activation above about 37%; also: values of inactives mirror those of a sister screen read the other way
PostGolgi yeast: growth inhibition of a yeast mutant, post-Golgi transport screen. post-Golgi transport phenotypic cell assay. 98,000 compounds, 0.9% hits. inhibition, % at 10 µM. AID 739;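 also: yeast cells grown in 1536-well plates; yeast grown about 18 h at 30C before absorbance read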
PLAP activator: human PLAP activation. purified PLAP enzyme, luminescent substrate read-out; stronger effect = higher value. activation fold at 20 µM. 96,000 compounds, 1.2% hits. AID 696; in the data active = activation fold above about 2
PostGolgi ctrl: inhibits growth of the yeast control strain | efflux-deficient yeast background strain, growth absorbance A615, 16 h | inhibition, % at 10 µM | 98,000 compounds, 5% hits | AID 738
S1P2 agonist: agonists of human S1P2 receptor. S1P2-expressing cell line, agonist reporter read-out. activation, % at 4.5 µM. 97,000 compounds, 0.46% hits. AID 729; in the data active = activation above about 16%;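 also: 0% = vehicle low control and 100% = maximal reference agonist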
Starred values were filed as active, the others as inactive; . = no result given. Rule as the data show it, unless noted: active = inhibition above about 30%; inactive = the rest.

Compound	S1P2 antag	sEH inh	CD11b adhes inh	Ecoli WT expand	sEH activator	PostGolgi yeast	PLAP activator	PostGolgi ctrl	S1P2 agonist
O=C(CSc1nc(Nc2ccccc2)nc(N2CCOCC2)n1)Nc1ccc2c(c1)OCCO2	-31	6	2	-11	-4	11	0.8	14	2
COc1ccc(CNC(=O)CS(=O)Cc2nc(-c3ccccc3C)oc2C)cc1 (stereo not drawn)	4	.	-7	0	.	4	1.5	11	-2
CCOc1ccc(OCC)c(NC(=O)C2CCCN(S(=O)(=O)c3cccs3)C2)c1 (stereo not drawn)	25	15	23	-4	-17	7	1.1	3	-3
CCC(C)NC(=O)CSC1=Nc2ccccc2C2=NC(CCC(=O)NCc3ccco3)C(=O)N12 (stereo not drawn)	2	14	.	-10	-11	-18	0.9	1	-10
Cc1ccc(-c2csc(=S)n2CC(=O)OCC(=O)NC(C)C(C)C)cc1 (stereo not drawn)	19	.	.	7	.	6	1	22	-9
CCN(CCCNC(=O)C1CCC(=O)N1Cc1ccc(F)cc1)c1cccc(C)c1 (stereo not drawn)	16	12	.	-8	-14	-1	1.4	-2	-5
O=S(=O)(N/N=C1/CC(c2ccccc2)Oc2ccccc21)c1ccc(Br)cc1 (stereo not drawn)	-18	-9	50	3	11	-5	1.5	38*	-4
c1ccc2c(c1)nc1n2CN(Cc2ccc3c(c2)OCO3)CN1	8	.	2	-6	.	1	0.9	1	-2
CCn1c(CN2CCN(c3ccc(Cl)cc3)CC2)nc2ccccc21	18	5	.	.	-5	.	.	.	14
COc1cc2[nH]c(=S)n(CC3CCCO3)c(=O)c2cc1OC (stereo not drawn)	-10	-4	-14	-1	5	-2	1.1	14	-4

Compound	S1P2 antag	sEH inh	CD11b adhes inh	Ecoli WT expand	sEH activator	PostGolgi yeast	PLAP activator	PostGolgi ctrl	S1P2 agonist
CN1CC[n+]2cnc3ccccc3c21	15	1	.	-2	-3	13	1	-2	-4
Cc1cc(-c2ccccc2)nn1-c1nc2c(c(=O)[nH]c(=O)n2C)n1C	.	.	6	-3	.	9	1	-4	.
CC1CN(S(=O)(=O)Cc2ccccc2)CC(C)O1 (stereo not drawn)	.	.	2	-10	.	2	1	-2	.
O=C(NCc1ccccc1)NC1(C(=O)N2CCN3CCCC3C2)CCCCC1 (stereo not drawn)	12	-10	.	.	14	.	.	.	-2
Cc1ccnc2nc(C(=O)N3CCN(c4ccc(F)cc4)CC3)nn12	-18	-13	-24	0	11	5	0.8	1	-1
Cc1cccc(NC(=O)CSc2nnc(-c3ccccc3)n2N)c1	5	-2	-3	2	4	11	1.1	0	-8
CC1=CC(=NOC(=O)/C=C/c2ccccc2)C=C(C)C1=O	-11	-16	.	-4	20	0	0.9	-3	-5
Cc1ccc(/C=N\Nc2nc3ccc(Cl)cc3[nH]2)o1	25	20	9	4	-18	19	1	10	-8
O=C(CCCC(=O)n1cnc2ccccc21)n1cnc2ccccc21	.	.	13	0	.	0	1.2	9	.
CCCN(CCC)c1ncnc2nc[nH]c12	.	.	5	4	.	-13	2.3*	11	.

Compound	S1P2 antag	sEH inh	CD11b adhes inh	Ecoli WT expand	sEH activator	PostGolgi yeast	PLAP activator	PostGolgi ctrl	S1P2 agonist
COc1cccc(C(=O)c2c[nH]c(C(=O)NCc3ccco3)c2)c1	11	12	-8	8	-13	20	0.9	7	-4
O=C(Oc1cccnc1)c1ccc(Cl)c(Cl)c1	15	-1	5	2	-1	-8	0.9	10	-1
Cc1cc(Br)c(S(=O)(=O)n2nnc3ccccc32)cc1C	-8	7	11	7	-4	10	1.2	1	-4
O=C(Nc1ncc(Cc2ccccc2)s1)c1cccs1	2	17	1	8	-17	-8	0.9	25	-1
O=C(NCC1CCCO1)c1onc(CSc2ccccc2F)c1C(=O)O (stereo not drawn)	-3	2	.	0	4	5	0.9	-3	-10
COc1cc(/C=c2\s/c(=C(/C#N)C(=O)N3CCCC3)n(-c3ccccc3)c2=O)ccc1O	-1	2	-1	-9	-1	0	0.7	1	-10
COc1cc(/C=C2\SC(=S)N(Nc3ncc(C(F)(F)F)cc3Cl)C2=O)ccc1O	-2	8	-3	-13	-8	8	0.7	13	-6
CC(=O)c1c(C)n([O-])c2cc(C)ccc2[n+]1=O	-1	-10	-7	46	8	1	0.9	5	-3
O=C(Nc1ccc(NC(=O)C2CCCCC2)cn1)c1ccco1	21	-7	5	-4	6	-3	1	8	-3
O=S(=O)(c1ccc(F)cc1)N1CCC(N2CCN(c3ccccc3)CC2)CC1	5	-6	.	.	7	.	.	.	-3

Compound	S1P2 antag	sEH inh	CD11b adhes inh	Ecoli WT expand	sEH activator	PostGolgi yeast	PLAP activator	PostGolgi ctrl	S1P2 agonist
CCCOc1ccc(C(O)C(CN2CCOCC2)c2ccccc2)cc1 (stereo not drawn)	-3	-21	-9	7	19	11	1.3	11	-6
Cn1nc(C(=O)NC2CCCCCC2)ccc1=O	4	9	20	-2	-8	1	1	-2	-7
CCOC(=O)C1=C(CN2CCc3ccccc32)NC(=O)NC1c1cc(C)ccc1C (stereo not drawn)	-2	-5	.	.	8	.	.	.	0
C=CCn1c(Cc2cccs2)nnc1SCC(=O)Nc1ccc(C(=O)OCC)cc1	15	-2	-13	2	3	-5	1.1	7	-3
COc1ccccc1N=C1SC(C)CN1C(=O)C1CCC1 (stereo not drawn)	12	-2	18	5	2	22	1.1	8	-3
O=c1oc(/C=C/c2ccccc2)nc2sc3c(c12)CCC3	-12	-8	22	-10	9	-8	0.8	-2	-1
COCCNC(=O)CN(C(=O)Cn1nnc2ccccc21)c1ccc(C)c(F)c1	5	6	.	.	-2	.	.	.	-1
Cc1cc(C)cc(NC(=O)CN2CCN(CCN=CC3=C(O)CC(C)(C)CC3=O)CC2)c1	12	9	.	.	-6	.	.	.	-6
O=C(NCCc1c[nH]c2ccccc12)C(F)(F)F	23	-16	7	-9	16	-2	1.1	5	-6
COc1ccc(CNC(=O)C2CCN(C(=O)N3CCOc4ccc(C)cc43)CC2)cc1	-14	38	.	6	-38	14	1.4	-6	-3

Compound	S1P2 antag	sEH inh	CD11b adhes inh	Ecoli WT expand	sEH activator	PostGolgi yeast	PLAP activator	PostGolgi ctrl	S1P2 agonist
CCOC(=O)CC(C#N)c1c[nH]c2ccccc12 (stereo not drawn)	-3	-19	-11	2	18	-2	0.9	2	0
CC1CCCCC1NC(=O)CSc1nnc(-c2ccccc2)n1N (stereo not drawn)	.	.	32	4	.	1	1.3	-8	.
CSc1nc2ccccc2n1CC(=O)N1CCCCC1	13	-2	15	0	2	7	1.4	15	-2
Cc1ccc2c(c1)c1c(n2C)-c2[nH]ncc2CC1	8	3	.	.	0	.	.	.	-8
COC(=O)/C=C1\SC(=NC(=O)c2cccc(Cl)c2)NC1=O	-2	0	.	-13	0	24	1.1	-1	-5
COC(=O)c1c[nH]n2c(=O)c(Cc3ccc(F)cc3Cl)c(C)nc12	8	-3	-2	-2	2	3	1	24	-5
Cc1noc(C)c1C(=O)N1CCN(C(=O)c2sc3cc(Cl)ccc3c2Cl)CC1	0	-6	-24	0	6	-5	0.9	12	-9
O=[N+]([O-])c1cc2c(cc1/C=N/Nc1nc(Nc3ccccc3)nc(N3CCCCC3)n1)OCO2	24	-8	.	-17	7	0	0.9	7	-7
CCn1c(=O)c2c(nc(SCc3ccccn3)n2C)n(C)c1=O	-1	-3	0	-1	4	8	0.9	14	-4
COc1cccc(-c2nc(CS(=O)(=O)CC(=O)NCc3ccc(Cl)cc3)c(C)o2)c1	12	13	0	1	-13	-13	1	16	-4

Compound	S1P2 antag	sEH inh	CD11b adhes inh	Ecoli WT expand	sEH activator	PostGolgi yeast	PLAP activator	PostGolgi ctrl	S1P2 agonist
CC(NC(=O)c1ccc(F)cc1)c1ccc2c(c1)CCCC2 (stereo not drawn)	-7	7	19	-6	-3	11	0.9	11	-4
O=C(Nc1nnc(C2CCCCC2)s1)c1ccc(Br)s1	-5	0	8	-10	-2	-10	1.6	0	-5
O=C1NC(Nc2nc3ccccc3s2)(C(F)(F)F)C(=O)N1C1CCCCC1 (stereo not drawn)	-23	1	-4	-5	1	30	1.7	48*	-3
CCc1nc(SCC(=O)N2c3ccccc3Sc3ccccc32)c2ccccc2n1	-1	-10	-2	2	10	6	1	0	6
CCOC(=O)N1CCN(S(=O)(=O)c2ccc(C(=O)Nc3nc4ccccc4s3)cc2)CC1	22	4	-13	-7	-5	-11	1	8	-7
Cc1nn(CC(=O)Nc2ccccn2)c(C)c1[N+](=O)[O-]	21	-12	4	2	12	-1	1	-2	-10
COC(=O)c1ccc(NCC(=O)c2ccccc2)cc1	10	4	-17	2	-4	-7	0.8	-6	1
COc1ccc(-c2nc3cnccn3c2Nc2ccc3c(c2)OCO3)cc1	.	.	-10	1	.	5	1	4	.
Cc1ccc(S(=O)(=O)N2CCN(S(=O)(=O)N3CCOCC3)CC2)cc1	4	-11	.	-3	11	6	0.8	0	-7
Cc1ccc(C)c(N(CC(=O)N(C)C)S(C)(=O)=O)c1	-34	6	13	-3	-3	-4	1.1	7	0

Compound	S1P2 antag	sEH inh	CD11b adhes inh	Ecoli WT expand	sEH activator	PostGolgi yeast	PLAP activator	PostGolgi ctrl	S1P2 agonist
CCOCC(=O)Nc1ccc(S(=O)(=O)Nc2ncccn2)cc1	-6	7	14	22	-3	-4	1	-2	-3
COC(=O)c1ccc(S(=O)(=O)N2CCCCC2)o1	-5	2	0	1	1	8	0.9	7	0
COc1ccc2nc(N3CCC(C)CC3)c(C#N)cc2c1	8	0	2	5	0	0	1.4	7	-6
CCCNC(=O)CSc1nnc(C)s1	11	6	2	8	-6	24	0.8	-3	-5
CCOc1ccc2nc(SCC(=O)NC(=O)NCc3ccco3)[nH]c2c1	-3	1	-12	7	-1	-3	1.7	3	-4
COc1ccc(Br)c(C(=O)Nn2c(C)nc3ccccc3c2=O)c1	21	14	-14	-4	-11	3	1	6	-11
C=CCn1c(SCc2nc3ccccc3c(=O)[nH]2)nc2ccccc2c1=O	-30	0	21	-7	0	2	1.2	14	5
CC(C)Cn1c(SCC(=O)NC(=O)Nc2ccc3c(c2)OCCO3)nc2ccccc2c1=O	.	.	3	-9	.	5	0.9	-5	.
COc1ccccc1NC(=O)Cn1nnc(-c2ccccc2NC(=O)c2ccco2)n1	-3	-6	-36	-1	4	-8	1.3	5	1
COc1ccc2cc(CCNC(=O)C3CCCC3)c(=O)[nH]c2c1	.	.	2	1	.	-1	1.1	-2	.

Some entries already given, reduced to PostGolgi yeast.
structure	PostGolgi yeast
COC(=O)c1ccc(S(=O)(=O)N2CCCCC2)o1	8
CCOCC(=O)Nc1ccc(S(=O)(=O)Nc2ncccn2)cc1	-4
CCCNC(=O)CSc1nnc(C)s1	24

Further structures follow:
Compound	S1P2 antag	sEH inh	CD11b adhes inh	Ecoli WT expand	sEH activator	PostGolgi yeast	PLAP activator	PostGolgi ctrl	S1P2 agonist
COC(=O)c1c(C)cc(OC(C)=O)c(C)c1OC(C)=O	-1	-2	-6	2	2	8	1	3	-4
CCCCOCCCNC(=O)N[C@H](C(=O)OC)C(C)C	30	13	25	-1	-13	-8	0.9	3	-5
O=C(Nc1ccc(S(=O)(=O)N2CCc3ccccc32)cc1)c1ccco1	-10	30	5	-1	-31	6	1	44*	-2
CCCCNC(=O)c1onc(CSc2cccc(OC)c2)c1C(=O)O	5	-10	-8	-13	12	3	1.2	2	-4
O=c1[nH]cnc2c([N+](=O)[O-])cccc12	5	9	1	3	-8	-2	1.1	32*	-2
Cc1c(NC(=O)C(C)N2CC(C)OC(C)C2)c(=O)n(-c2ccccc2)n1C (stereo not drawn)	-7	1	-14	-2	-3	-1	0.8	6	-6
O=Nc1c(O)n(Cc2ccc(Cl)c(Cl)c2)c2ccccc12	-30	-4	.	10	4	22	1.1	59*	-2
Cn1cnnc1SCc1ccc(C#N)cc1Cl	11	-16	-10	4	16	-7	1	3	1
COCCN1C(=O)C(=O)/C(=C(/O)c2ccc3c(c2)OCCO3)C1c1ccc(C(=O)OC)cc1 (stereo not drawn)	16	5	-2	-5	-5	4	1	6	-1
Cc1cccc(-n2c(SCc3cc(=O)n4ccsc4n3)nc3ccccc32)c1	-42	8	.	-10	-5	5	.	33*	26*
NC(=O)CSC1=Nc2ccccc2C2=NC(CC(=O)NCc3cccs3)C(=O)N12 (stereo not drawn)	14	4	-15	-6	-4	2	1	-1	1
CCOc1ccc(-n2nc(C(=O)NCCOC)c3ccccc3c2=O)cc1	.	.	-24	-1	.	0	1	9	.
CC(=O)Oc1ccc(N2C(=O)C3C4C=CC(O4)C3C2=O)cc1 (stereo not drawn)	.	.	-7	6	.	-1	0.9	11	.

Bioassay records (PubChem)
